# Compound activity from PubChem BioAssay.
# GDH-TPI inh: GDH-TPI coupled enzyme inhibition counter-screen. GDH-TPI coupled enzyme counterscreen, NADH absorbance. 360,000 compounds, 1.2% hits. inhibition, % at 4.8 µM. AID 588335; in the data active means inhibition above about 30%;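 further: 0% = DMSO wells and 100% = wells lacking the enzyme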
# PfHsp40 yeast: compounds rescuing yeast from Plasmodium falciparum HSP40 toxicity | S. cerevisiae expressing PfHsp40, growth rescue, ATP luminescence | growth rescue, % at 12.5 µM | 340,000 compounds, 0.68% hits | AID 504582; in the data active means growth rescue above about 28%, passing the limit was not always enough; inconclusive means no clear call, values can overlap the other calls;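 further: yeast W303a lacking pdr1 and pdr3 grown in galactose medium; growth measured after three days at 30 °C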
# Anthrax LF prot: blocks Bacillus anthracis lethal factor protease. inhibition, % at 10 µM. 360,000 compounds, 0.12% hits. P15917. multiplex microsphere protease cleavage assay, LF; further: plate controls were buffer without enzyme for full effect and enzyme alone for no effect
# Target sequence (P15917 whole entry, looked up): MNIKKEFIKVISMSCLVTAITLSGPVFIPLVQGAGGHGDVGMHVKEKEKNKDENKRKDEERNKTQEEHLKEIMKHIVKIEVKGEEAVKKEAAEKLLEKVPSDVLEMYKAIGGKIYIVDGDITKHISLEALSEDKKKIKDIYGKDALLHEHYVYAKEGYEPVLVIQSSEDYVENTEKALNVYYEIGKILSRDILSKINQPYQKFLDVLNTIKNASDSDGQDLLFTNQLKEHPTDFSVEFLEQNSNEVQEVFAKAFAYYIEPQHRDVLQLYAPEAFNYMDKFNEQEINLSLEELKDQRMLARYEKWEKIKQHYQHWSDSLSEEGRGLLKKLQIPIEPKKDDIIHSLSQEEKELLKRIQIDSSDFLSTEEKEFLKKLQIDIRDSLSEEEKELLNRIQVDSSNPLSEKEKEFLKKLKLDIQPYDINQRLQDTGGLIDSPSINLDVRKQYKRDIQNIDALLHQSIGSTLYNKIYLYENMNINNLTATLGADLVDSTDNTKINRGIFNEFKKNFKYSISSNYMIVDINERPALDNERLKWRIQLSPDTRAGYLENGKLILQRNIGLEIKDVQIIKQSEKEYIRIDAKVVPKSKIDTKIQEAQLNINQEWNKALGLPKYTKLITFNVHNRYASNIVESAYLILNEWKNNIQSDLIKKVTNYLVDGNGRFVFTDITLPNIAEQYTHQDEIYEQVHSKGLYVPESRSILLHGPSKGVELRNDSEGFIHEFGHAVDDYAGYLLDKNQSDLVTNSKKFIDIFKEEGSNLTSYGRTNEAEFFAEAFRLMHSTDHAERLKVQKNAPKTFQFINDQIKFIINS
# UGM FP inh: blocks M. tuberculosis UGM enzyme | P9WIQ1 | 320,000 compounds, 0.06% hits | purified UGM, fluorescence polarization probe displacement | AID 504406 | inhibition, % at 10 µM; in the data active means inhibition above about 10%, passing the limit was not always enough; inconclusive means no clear call, values can overlap the other calls
# BoNT F protease: blocks Botulinum neurotoxin F light chain protease; Multiplex microsphere protease cleavage assay, flow cytometry; inhibition, % at 10 µM; 360,000 compounds, 0.22% hits; AID 588497; in the data active means inhibition above about 35%, passing the limit was not always enough; inconclusive means no clear call, values can overlap the other calls; further: plate controls were buffer without enzyme for full effect and enzyme alone for no effect
# FadD28 FP inh: blocks FadD28 binding to the bisubstrate probe; inhibition, % at 12.5 µM; fluorescence polarization; 360,000 compounds, 0.22% hits; in the data active means inhibition above about 8.5%, passing the limit was not always enough; inconclusive means no clear call, values can overlap the other calls
# Mtb FBA inh: inhibits M. tuberculosis FBA enzyme. P9WQA3. purified M. tuberculosis FBA, fluorescence read-out. inhibition, % at 1 µM. 360,000 compounds, 2.3% hits. AID 588726; in the data active means inhibition above about 27%;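 further: 0% = vehicle and 100% = reference inhibitor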
# BoNT A protease: blocks Botulinum neurotoxin A light chain protease; multiplex microsphere protease substrate cleavage, flow cytometry; inhibition, % at 10 µM; 360,000 compounds, 0.17% hits; AID 588499; further: plate controls were buffer without enzyme for full effect and enzyme alone for no effect
# Mtb BioA inh: inhibitors of Mycobacterium tuberculosis BioA enzyme; purified M. tuberculosis BioA enzyme, plate reader; inhibition, % at 9.99 µM; 360,000 compounds, 0.096% hits; in the data active means inhibition above about 40%; inconclusive means no clear call, values can overlap the other calls
# An asterisk follows results filed as active; ? = inconclusive; nt = not tested or not shown; + = active, no number; & = joins results of further samples. Unless noted, no stated cut-off is given here; in the data, active means inhibition above about 30%; inconclusive means no clear call, values can overlap the other calls; inactive means below that.
[1] Cc1ccn2c(=O)nc(SCC(=O)c3ccccc3)nc2c1
[2] CC(C)NC(=O)[C@H](CSCc1ccccc1)N1Cc2ccccc2C1=O
[3] CC(C)CCN(C(=O)c1ccncc1)c1c(N)n(Cc2ccccc2)c(=O)[nH]c1=O
[4] COn1c(=O)c(=O)n(O)c2ccccc21
[5] C[C@@H]1C(c2cccc(Cl)c2)=NN(c2ccc(Br)cc2)[C@H]1C(=O)N1CCOC1=O
[6] CC(C)c1cc(=O)[nH]c(SCC(=O)NC2CCCC2)n1
screen / no.	1	2	3	4	5	6
Anthrax LF prot	nt	-10	0	-7	12	-2
FadD28 FP inh	-1.5	-0.4	-1.8	-1.0	2.6	-2.1
Mtb FBA inh	1	0	-2	2	56*	1
BoNT A protease	nt	0.0	0.5	-0.2	0.8	1.1
Mtb BioA inh	-1.9	-0.2	-0.6	nt	-0.2	-0.6
UGM FP inh	-2.9	-0.1	-0.2	1.1	nt	0.6
GDH-TPI inh	10	-1	2	10	16	5
PfHsp40 yeast	4.4	0.5	-0.8	-1.3	0.6	-1.6
BoNT F protease	nt	2	-3	-3	-6	-2

[7] COC(=O)C1CCN(C(=O)NC(C)(C)C)CC1
[8] CC1CCN(C(=O)COC(=O)Cn2cnc3c2c(=O)n(C)c(=O)n3C)CC1
[9] FCCCOc1ccc(-c2ccnc3ncnn23)cc1
[10] COC(=O)C1=CN(Cc2ccc(OC)c(OC)c2)C=C(C(=O)OC)C1c1cccs1
[11] Cn1c(=O)n(C)c2cc(/C=C(/C#N)C(=O)NCc3ccco3)ccc21
[12] O=C(Nc1ccnn1C1CCN(C(=O)c2ccc(C(F)(F)F)cc2)CC1)C1CC1
screen / no.	7	8	9	10	11	12
Anthrax LF prot	0	-2	-10	-1	-6	-4
FadD28 FP inh	-3.9	-3.3	-3.7	-0.5	-0.1	-0.6
Mtb FBA inh	-4	-1	+	20	1	0
BoNT A protease	-3.8	?	-1.1	-0.2	-0.8	-1.7
Mtb BioA inh	-0.2	-1.0	1.9	nt	nt	0.1
UGM FP inh	-0.7	2.4	1.4	nt	-1.8	3.3
GDH-TPI inh	-4	9	0	13	20	10
PfHsp40 yeast	-1.3	-1.4	-0.3	-0.4	0.8	-0.7
BoNT F protease	-46	-13	-6	0	2	1

[13] COc1ccccc1OCCNC(=O)c1cccs1
[14] C[C@@H]1CN([C@@H](C)CO)S(=O)(=O)c2ccc(Br)cc2O[C@@H]1CN(C)Cc1ccccn1
[15] CCCc1cc(N2CCCC(C(=O)NCC)C2)n2ncnc2n1 (stereo unspecified)
[16] COCC(C)N=C1NN=C(c2cccs2)C(CC(=O)O)S1 (stereo unspecified)
[17] CCN(Cc1ccccc1)C(c1ccc(C)cc1)c1nnnn1C(C)(C)CC (stereo unspecified)
[18] CCCCN1CCNC[C@@H]1Cc1ccccc1
screen / no.	13	14	15	16	17	18
Anthrax LF prot	0	-9	0	-6	-6	12
FadD28 FP inh	1.2	-2.7	-3.1	-1.1	-0.7	-0.9
Mtb FBA inh	0	3	-1	-1	3	4
BoNT A protease	-0.2	-0.1	-0.2	-2.1	-0.5	-0.1
Mtb BioA inh	1.1	-0.4&0.2	0.6	nt	-1.3	-1.1
UGM FP inh	0.6	nt	1.5	-0.1	1.5	3.6
GDH-TPI inh	11	3	-5	14	10	19
PfHsp40 yeast	0.3	nt	0.0	-0.4	1.2	9.3
BoNT F protease	-4	5	1	-10	-8	-6

[19] COc1ccc(C2=NOC(C(=O)NCc3cccnc3)C2)cc1 (stereo unspecified)
[20] COCCCN(C(=S)Nc1cc(Cl)cc(Cl)c1)C(C)c1ccncc1 (stereo unspecified)
[21] CCOc1ccc(OCC(=O)Nc2ccccc2C(F)(F)F)cc1
[22] Cc1ccc(Cn2cccc2/C=C2/C(=N)N3C=CSC3=NC2=O)cc1
[23] O=C(c1cccc(Br)c1)N1CCN(c2cnn(-c3ccccc3)c(=O)c2Cl)CC1
[24] COc1ccc(N(CC(=O)NCc2ccccc2C)S(=O)(=O)c2ccccc2[N+](=O)[O-])c(OC)c1
screen / no.	19	20	21	22	23	24
Anthrax LF prot	17	-3	-4	1	-6	-9
FadD28 FP inh	0.0	-7.8	-3.3	-1.7	-0.1	-2.9
Mtb FBA inh	1	5	-7	0	3	4
BoNT A protease	-1.4	-0.3	-1.5	0.6	-0.5	-1.4
Mtb BioA inh	nt	nt	1.5	nt	nt	nt
UGM FP inh	2.4	2.6	-1.5	-0.5	-0.7	1.2
GDH-TPI inh	17	3	-1	10	7	15
PfHsp40 yeast	2.3	-1.3	-0.5	0.0	0.7	1.2
BoNT F protease	-7	1	-7	4	-5	-3

[25] O=C(NCCc1ccc(Cl)cc1)c1ccc(Br)s1
[26] COc1cccc2c1SCc1ccccc1C2CC(N)=O (stereo unspecified)
[27] Cc1ccc(C)c(NC(=S)N(CCc2ccncc2)C(C)C)c1
[28] CCNS(=O)(=O)c1ccc(S(=O)(=O)N(Cc2ccccn2)C2CCCCC2)cc1
[29] C=CCOC(=O)C1=C(C)OC(N)=C(C#N)[C@@]12C(=O)N(CC(N)=O)c1ccccc12
[30] O=C(/C=C/c1ccccc1)N1CCN(CCN2C(=O)c3cccc4cccc(c34)C2=O)CC1
screen / no.	25	26	27	28	29	30
Anthrax LF prot	7	-15	-1	-1	-1	1
FadD28 FP inh	-2.0	1.8	-1.5	-1.8	-2.4	0.8
Mtb FBA inh	-2	-2	-5	2	-2	-2
BoNT A protease	13	-0.5	-0.6	-1.8	0.4	-0.2
Mtb BioA inh	0.0	-4.3	1.5	-1.0	-1.2	nt
UGM FP inh	-3.0	-1.1	0.5	3.4	0.6	-0.9
GDH-TPI inh	3	8	7	7	5	12
PfHsp40 yeast	0.5	1.7	-0.6	1.3	-0.9	-1.8
BoNT F protease	27	0	4	-16	-9	-6

[31] CC(=O)NCCC(=O)Nc1cc(S(=O)(=O)N2CCOCC2)ccc1N1CCCC1
[32] CN1CCc2c(sc3c2C(=O)NC(c2ccccn2)N3)C1 (stereo unspecified)
[33] O=S(=O)(c1ccc(Br)s1)N1CCN(Cc2ccc3c(c2)OCO3)CC1
[34] CC1CC(C)CN(c2oc(-c3ccco3)nc2C#N)C1 (stereo unspecified)
[35] Fc1ccccc1NC(=S)N1CCN(Cc2ccccc2)CC1
[36] O=C1N=C(N2CCN(c3ccccc3)CC2)S/C1=C\c1ccco1
screen / no.	31	32	33	34	35	36
Anthrax LF prot	0	-14	0	-5	-2	-1
FadD28 FP inh	-2.1	1.7	-2.0	-0.3	-1.2	-0.5
Mtb FBA inh	0	13	-3	91*	2	-3
BoNT A protease	-6.0	-1.1	-1.6	0.1	-1.2	0.3
Mtb BioA inh	-2.8	-12	nt	0.9	4.0	nt
UGM FP inh	2.1	2.3	-3.2	nt	1.8	2.0
GDH-TPI inh	4	2	-8	19	5	30
PfHsp40 yeast	0.0	0.2	-0.1	-1.6	0.0	2.1
BoNT F protease	-9	-18	-18	5	-8	-3

[37] NC(=O)CSc1nc2scc(-c3ccco3)c2c(=O)n1-c1ccccc1
[38] COc1ccc(Br)cc1CNC(=O)CCC(=O)n1nc(C)c2ccccc21
[39] O=C(O)c1ccccc1C(=O)c1cccc2c(Br)cccc12
[40] C#CC[N+]1(CC#Cc2ccc(C)cc2)CCCCC1
[41] Cn1ccnc1SCC(=O)c1ccc(Cl)cc1
[42] CC(C)(C)OC(=O)N1CCC[C@H]1C(=O)Nc1ccc(S(=O)(=O)C(F)F)cc1
screen / no.	37	38	39	40	41	42
Anthrax LF prot	0	-3	-6	-1	0	2
FadD28 FP inh	-2.0	-4.0	-0.5	0.1	1.3	0.5
Mtb FBA inh	-2	-1	2	0	3	1
BoNT A protease	0.9	-0.1	-0.4	2.1	-0.1	2.7
Mtb BioA inh	nt	0.6	2.4	nt	-0.9	0.3
UGM FP inh	0.2	2.5	nt	1.4	0.0	4.4
GDH-TPI inh	0	-3	17	-3	-2	-4
PfHsp40 yeast	0.3	5.0	1.5	-0.1	-0.8	-0.4
BoNT F protease	-8	2	-4	0	-8	0

[43] COCCn1c(=O)[nH]c2cc(C(=O)Nc3cccc(F)c3)ccc2c1=O
[44] Cc1nn2c(-c3ccccc3)ccnc2c1-c1ccccc1
[45] O=C(Nc1nc2c(F)cc(F)cc2s1)C1CCN(C(=O)c2ccc(F)cc2)CC1
[46] COc1ccc(NC(=O)CSc2nccn2Cc2ccc(F)cc2)cc1
[47] Cc1c(Cl)cccc1NC(=O)c1ccccc1-c1ccccc1C(=O)O
[48] COC(=O)Oc1ccc(/C=N/NS(=O)(=O)c2ccccc2)cc1OC
screen / no.	43	44	45	46	47	48
Anthrax LF prot	-1	0	-5	3	6	4
FadD28 FP inh	-1.5	-5.1	-4.3	-1.0	1.1	-0.8
Mtb FBA inh	3	-3	-1	0	1	-2
BoNT A protease	-0.6	1.0	0.5	-2.1	-2.0	-1.1
Mtb BioA inh	1.0	-2.0	nt	0.8	-0.2	-0.4
UGM FP inh	2.1	-1.8	0.4	-0.4	-0.8	-0.9
GDH-TPI inh	21	0	4	1	10	4
PfHsp40 yeast	-1.0	-1.9	0.7	-0.7	-0.6	0.7
BoNT F protease	-5	-8	2	-7	-12	?

[49] CN(CCCC(=O)O)S(=O)(=O)c1ccc2c(c1)C(=O)c1cc(S(=O)(=O)N(C)CCCC(=O)O)ccc1-2
[50] S=c1nc[nH]c2c1sc1nc(N3CCOCC3)c3c(c12)CCCC3
[51] CN(C(=O)c1cccc(NC(=O)Cc2ccc(NC(=O)C3CCCN(C(=O)C4CCCC4)C3)cc2)c1)C1CCC1 (stereo unspecified)
[52] Cn1c(O)c(N=Nc2ccccc2[N+](=O)[O-])c2ccccc21
[53] CCc1n(CC(O)COCC2CC=CCC2)c2ccccc2[n+]1C (stereo unspecified)
[54] O=C(COC(=O)c1cccs1)c1ccc2ccccc2c1
[55] COc1ccc(C2=NOC(Cn3nc(-c4ccccc4)cc3C(=O)NCc3ccccc3OC)C2)cc1 (stereo unspecified)
[56] COc1ccc(C(c2c(NC(C)=O)sc3c2CCCC3)N2CCN(CCO)CC2)cc1OC (stereo unspecified)
screen / no.	49	50	51	52	53	54	55	56
Anthrax LF prot	4	0	-6	4	2	-1	-8	-12
FadD28 FP inh	-3.6	-1.5	-2.6	1.0	-1.6	-1.5	-3.8	-1.7
Mtb FBA inh	-2	3	0	-2	0	7	0	5
BoNT A protease	0.3	3.4	-0.2	1.3	0.4	1.7	-0.3	0.5
Mtb BioA inh	-1.3	nt	-0.3	-1.6	-1.4	-0.6	-0.2	-1.4
UGM FP inh	-0.1	0.9	nt	1.9	0.8	-1.2	-0.8	-0.1
GDH-TPI inh	4	21	-3	2	-5	8	2	1
PfHsp40 yeast	0.1	0.7	-0.9	-1.9	-0.8	-0.2	-0.4	1.0
BoNT F protease	?	3	-6	12	3	-2	-4	-8

# Grouped by structure, the compounds so far with a Cl atom
[5] C[C@@H]1C(c2cccc(Cl)c2)=NN(c2ccc(Br)cc2)[C@H]1C(=O)N1CCOC1=O
[20] COCCCN(C(=S)Nc1cc(Cl)cc(Cl)c1)C(C)c1ccncc1 (stereo unspecified)
[23] O=C(c1cccc(Br)c1)N1CCN(c2cnn(-c3ccccc3)c(=O)c2Cl)CC1
[25] O=C(NCCc1ccc(Cl)cc1)c1ccc(Br)s1
[41] Cn1ccnc1SCC(=O)c1ccc(Cl)cc1
[47] Cc1c(Cl)cccc1NC(=O)c1ccccc1-c1ccccc1C(=O)O
screen / no.	5	20	23	25	41	47
Anthrax LF prot	12	-3	-6	7	0	6
FadD28 FP inh	2.6	-7.8	-0.1	-2.0	1.3	1.1
Mtb FBA inh	56*	5	3	-2	3	1
BoNT A protease	0.8	-0.3	-0.5	13	-0.1	-2.0
Mtb BioA inh	-0.2	nt	nt	0.0	-0.9	-0.2
UGM FP inh	nt	2.6	-0.7	-3.0	0.0	-0.8
GDH-TPI inh	16	3	7	3	-2	10
PfHsp40 yeast	0.6	-1.3	0.7	0.5	-0.8	-0.6
BoNT F protease	-6	1	-5	27	-8	-12
